Screens: PubChem, several laboratories
KOR beta-arrestin-1: kappa opioid receptor activators – cell-based, luminescence, uHTS, primary screen (AID 1777); one-dose activation, % at 10 µM; EC50 in µM for titrated hits; KOR beta-arrestin recruitment, luminescence; higher % means a stronger effect; 0.02% of 280,000 active; in the data active = activation above about 50%, passing the limit was not always enough; also: a part of the inactive calls stands beside numbers as strong as those of hits
Myeloid diff MLP: myeloid differentiation induction; ER-HoxA9 myeloid progenitors, lysozyme-GFP differentiation, flow cytometry; calls only at 10 µM; 1% of 360,000 active;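 active = normalized GFP-positive differentiation at or above the plate's own cutoff, the solvent-only control mean plus 3 SD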;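 also: cells exposed to compound for four days before flow analysis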
T cell HTS: T cell immune modulators affecting CD8 T cell-vesicle binding; 2C CD8+ T cell-vesicle binding, flow cytometry; stronger effect = lower value; calls only at 7 µM; 0.068% of 330,000 active; AID 2052;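 active = response, share of CD8 T cells binding vesicles, and their 90th percentile fluorescence all below set limits, cut at about 80% in these data, passing the limit was not always enough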
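material = purified 2C TCR transgenic mouse naive CD8+ T cells | controls = Unloaded micro-vesicles (low), QL9 vesicles with 0.7% DMSO (high) | detection = cytometric PE anti-B7-1 and Alexa647 anti-CD8 signals after 1% paraformaldehyde fixation | incubation = binding step 1.5 h, 37 °C, antibody labelling 20 min, ice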
NOD2 inhibition: NOD2 signaling inhibitors, cell-based, luminescence, uHTS, HEK293 (AID 1566) | 0.63% of 290,000 active | inhibition, % at 4 µM, or EC50 in µM where a hit was titrated | HEK293 NOD2/NF-kB luciferase reporter, luminescence; higher % means a stronger effect; also: many of its hits are not listed in these tables
KOR beta-arrestin-2: KOR antagonists, beta-arrestin recruitment, cell-based, luminescence, uHTS (AID 1778) | KOR beta-arrestin recruitment, luminescence, antagonist mode; higher % means a stronger effect | inhibition, % at 10 µM; hits with a dose series show IC50 in µM | 0.091% of 290,000 active; also: strong numbers were not always called active
NOD1 NF-kB reporter: inhibition of NOD1-driven NF-kB reporter – cell-based, luminescence, uHTS, primary screen (AID 1578); inhibition, % at 4 µM, or EC50 in µM where a hit was titrated; 1% of 290,000 active; NOD1-driven NF-kB luciferase reporter cells, luminescence; higher % means a stronger effect; in the data active = inhibition mostly above about 36%, no sharp cut-off; inactive = mostly below about 34%;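 also: HEK-293T reporter cells stimulated with the NOD1 agonist gamma-tri-DAP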
GPR55 beta-arrestin: GPR55 agonists via beta-arrestin recruitment, primary screen, imaging, U2OS cells, beta-arrestin-GFP redistribution (AID 1961) | U2OS GPR55 beta-arrestin-GFP redistribution imaging; higher % means a stronger effect | 0.048% of 290,000 active | activation, % at 10 µM; hits with a dose series show EC50 in µM;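 active = activation above 40% with more than 50 cells counted in the well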;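 also: U2OS osteosarcoma cells stably expressing GPR55 and beta-arrestin-GFP; plate controls were DMSO negative control for no effect and LPI positive control for full effect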
NTR1 agonist: NTR1-driven beta-arrestin-GFP spot formation – imaging, U2OS cells, high content, primary screen (AID 493036) | P30989 | agonist mode | activation, % at 20 µM | 0.17% of 330,000 active;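 active = activation at or above 40% of the spot to cytoplasm intensity ratio, with at least 20 cells analyzed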;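 also: 0% = DMSO without peptide and 100% = 100 nM NTR1 peptide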
Target sequence (P30989 whole entry, looked up): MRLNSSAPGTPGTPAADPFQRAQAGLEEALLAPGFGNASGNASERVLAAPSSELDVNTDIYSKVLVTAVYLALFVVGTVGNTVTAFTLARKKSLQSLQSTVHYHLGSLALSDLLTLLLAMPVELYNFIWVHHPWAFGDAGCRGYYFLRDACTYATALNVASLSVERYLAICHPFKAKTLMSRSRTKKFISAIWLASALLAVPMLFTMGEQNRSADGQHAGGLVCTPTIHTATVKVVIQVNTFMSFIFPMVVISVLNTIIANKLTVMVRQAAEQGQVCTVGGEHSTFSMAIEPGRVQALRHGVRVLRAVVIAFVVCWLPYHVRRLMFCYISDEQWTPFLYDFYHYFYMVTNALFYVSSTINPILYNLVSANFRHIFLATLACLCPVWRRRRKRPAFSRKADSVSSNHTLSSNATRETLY
GPR55 antagonists: inhibition of LPI-stimulated GPR55 beta-arrestin translocation – imaging, U2OS, beta-arrestin-GFP, LPI agonist, primary screen (AID 2013); U2OS GPR55 beta-arrestin-GFP translocation imaging, LPI antagonism; higher % means a stronger effect; inhibition, % at 10 µM, or IC50 in µM where a hit was titrated; 0.13% of 290,000 active;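 active = spots per cell inhibited over 60%, with over 100 cells counted and total cytoplasm intensity under 500,000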;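 also: U2OS cells stably carrying GPR55 and arrestin-GFP stimulated by 5 µM LPI near EC80; imaged beta-arrestin-GFP aggregate spots per cell after agonist stimulation; plate controls were LPI-stimulated DMSO wells for no effect and DMSO wells without LPI for full effect; some results filed as inactive read as strong as hits; confirmed hits need IC50 under 10 µM and bright autofluorescent wells are also inconclusive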
T cell HTS vesicle-bound %: further read-out of T cell HTS, marked with its call; double positive events, %; measured here: CD8+ vesicle-bound cell fraction;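 binding gate set so that unloaded-vesicle control wells show 10% double positive cells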
NTR1 agonist cell count 20 µM: also measured in NTR1 agonist; calls as there; cell count; measured here: cell count, cytotoxicity flag
Myeloid diff MLP GFP+ MAC1+ %: recorded beside Myeloid diff MLP, whose call it bears; GFP+ MAC1+ double positive, %; measured here: differentiation confirmed by MAC1 staining
* marks the source's active call; other numbers are inactive results; [ ] = remark or other dose. Rule as the data show it, unless noted: active = inhibition above about 50%; inactive = the rest.

Results for Cc1cccc(C(C(=O)NC2CCCC2)N(C(=O)c2csnn2)C2CCCC2)c1 (configuration not stated) ?
KOR beta-arrestin-1: 1.6%; Myeloid diff MLP: inactive; T cell HTS: inactive; NOD2 inhibition: -25%; KOR beta-arrestin-2: -12%; NOD1 NF-kB reporter: -25%; GPR55 beta-arrestin: 0.1%; NTR1 agonist: 0.7; GPR55 antagonists: -11%; T cell HTS vesicle-bound %: 29; NTR1 agonist cell count 20 µM: 59; Myeloid diff MLP GFP+ MAC1+ %: 2.2

How did CC(c1ccccc1)n1c(-c2ccc(Cl)cc2)n[nH]c1=S (configuration not stated) do in these assays?
KOR beta-arrestin-1: -1.5%; Myeloid diff MLP: inactive; T cell HTS: inactive; NOD2 inhibition: 18%; KOR beta-arrestin-2: -14%; NOD1 NF-kB reporter: -17%; GPR55 beta-arrestin: -0.2%; NTR1 agonist: 1.8; GPR55 antagonists: 0%; T cell HTS vesicle-bound %: 57; NTR1 agonist cell count 20 µM: 63; Myeloid diff MLP GFP+ MAC1+ %: 0.1

Results for CN(C)c1ccc(CNC(=O)C2CCN(S(=O)(=O)c3ccc4c(c3)CCC(=O)N4)CC2)cc1 ?
KOR beta-arrestin-1: -2.8%; Myeloid diff MLP: inactive; T cell HTS: inactive; NOD2 inhibition: 4%; KOR beta-arrestin-2: -33%; NOD1 NF-kB reporter: -11%; GPR55 beta-arrestin: -0.2%; NTR1 agonist: 0.5; GPR55 antagonists: 2%; T cell HTS vesicle-bound %: 54; NTR1 agonist cell count 20 µM: 62; Myeloid diff MLP GFP+ MAC1+ %: 2.1

What do the screens show for `COc1ccc(C(C(=O)NCC2CCCO2)N(C(=O)CNC(=O)c2cccs2)c2ccc(C(C)=O)cc2)cc1OC` (configuration not stated)?
Myeloid diff MLP: inactive; T cell HTS: inactive; NOD2 inhibition: -1%; KOR beta-arrestin-2: -7%[20 µM]; NOD1 NF-kB reporter: 0%; GPR55 beta-arrestin: -0.1%; NTR1 agonist: 0.2; GPR55 antagonists: 2%; T cell HTS vesicle-bound %: 39; NTR1 agonist cell count 20 µM: 45; Myeloid diff MLP GFP+ MAC1+ %: 0.1

Results for O=C1c2ccccc2C(=O)N1CCSc1ncn[nH]1 ?
KOR beta-arrestin-1: 11%; Myeloid diff MLP: inactive; T cell HTS: inactive; NOD2 inhibition: 0%; KOR beta-arrestin-2: -31%; NOD1 NF-kB reporter: -17%; GPR55 beta-arrestin: 0.4%; NTR1 agonist: -0.6; GPR55 antagonists: -10%; T cell HTS vesicle-bound %: 30; NTR1 agonist cell count 20 µM: 63; Myeloid diff MLP GFP+ MAC1+ %: 2.6

How did C/C(=N\Nc1nc(C)cc(C)n1)c1ccc(N2CCOCC2)cc1 do in these assays?
KOR beta-arrestin-1: 1.7%; Myeloid diff MLP: inactive; T cell HTS: inactive; NOD2 inhibition: 6%; KOR beta-arrestin-2: 14%; NOD1 NF-kB reporter: -24%; GPR55 beta-arrestin: 0.7%; NTR1 agonist: -0.7; GPR55 antagonists: 2%; T cell HTS vesicle-bound %: 9; NTR1 agonist cell count 20 µM: 30; Myeloid diff MLP GFP+ MAC1+ %: 0.6

Results for Cc1cc(C)n2c(SCC(=O)Nc3cc(C)on3)nnc2n1 ?
KOR beta-arrestin-1: -3.8%; Myeloid diff MLP: inactive; T cell HTS: inactive; NOD2 inhibition: 7%; KOR beta-arrestin-2: -4%; NOD1 NF-kB reporter: 10%; GPR55 beta-arrestin: -0.2%; NTR1 agonist: -1.8; GPR55 antagonists: -13%; T cell HTS vesicle-bound %: 60; NTR1 agonist cell count 20 µM: 93; Myeloid diff MLP GFP+ MAC1+ %: 0.8

How did CC(C)N1C(=S)SC(C)(C)C1n1oc(=O)n(-c2cccc(Cl)c2)c1=O (configuration not stated) do in these assays?
KOR beta-arrestin-1: 3.5%; Myeloid diff MLP: inactive; T cell HTS: inactive; NOD2 inhibition: 8%; KOR beta-arrestin-2: -13%; NOD1 NF-kB reporter: -19%; GPR55 beta-arrestin: 0.3%; NTR1 agonist: -1.3; GPR55 antagonists: 0%; T cell HTS vesicle-bound %: 16; NTR1 agonist cell count 20 µM: 34; Myeloid diff MLP GFP+ MAC1+ %: 0.5

What do the screens show for `O=S(=O)(Nc1nccs1)c1cnc(Cl)c(Br)c1`?
KOR beta-arrestin-1: 0.7%; Myeloid diff MLP: inactive; T cell HTS: inactive; NOD2 inhibition: 10%; KOR beta-arrestin-2: -25%; NOD1 NF-kB reporter: 8%; GPR55 beta-arrestin: -0.4%; NTR1 agonist: -1.0; GPR55 antagonists: -2%; T cell HTS vesicle-bound %: 55; NTR1 agonist cell count 20 µM: 55; Myeloid diff MLP GFP+ MAC1+ %: 0.6

Results for O=C(O)c1ccc(S(=O)(=O)N2CCCc3ccccc32)cc1 ?
KOR beta-arrestin-1: 3.9%; Myeloid diff MLP: inactive; T cell HTS: inactive; NOD2 inhibition: 3%; KOR beta-arrestin-2: -11%; NOD1 NF-kB reporter: 0%; GPR55 beta-arrestin: -0.3%; NTR1 agonist: -1.2; GPR55 antagonists: -11%; T cell HTS vesicle-bound %: 64; NTR1 agonist cell count 20 µM: 96; Myeloid diff MLP GFP+ MAC1+ %: 0.6

How did COc1ccc(C(=O)N/C(=C/c2cccnc2)C(=O)Nc2cccc(C(C)=O)c2)cc1OC do in these assays?
KOR beta-arrestin-1: -2.4%; Myeloid diff MLP: inactive; T cell HTS: inactive; NOD2 inhibition: 9%; KOR beta-arrestin-2: 3%; NOD1 NF-kB reporter: -6%; GPR55 beta-arrestin: -0.1%; NTR1 agonist: 5.0; GPR55 antagonists: 24%; T cell HTS vesicle-bound %: 4; NTR1 agonist cell count 20 µM: 41; Myeloid diff MLP GFP+ MAC1+ %: 0.8

Results for O=c1cc2c(nn1Cc1cccc(Cl)c1)-c1ccccc1CC2 ?
KOR beta-arrestin-1: 1.6%; Myeloid diff MLP: inactive; T cell HTS: inactive; NOD2 inhibition: -10%; KOR beta-arrestin-2: -29%; NOD1 NF-kB reporter: -16%; GPR55 beta-arrestin: 0.6%; NTR1 agonist: 6.1; GPR55 antagonists: -4%; T cell HTS vesicle-bound %: 57; NTR1 agonist cell count 20 µM: 56; Myeloid diff MLP GFP+ MAC1+ %: 0.1

How did Cc1[nH]n(-c2cccc(Cl)c2)c(=O)c1C=NC12CN3CN(CN(C3)C1)C2 do in these assays?
KOR beta-arrestin-1: 2.5%; Myeloid diff MLP: inactive; T cell HTS: inactive; NOD2 inhibition: 4%; KOR beta-arrestin-2: -26%; NOD1 NF-kB reporter: 4%; GPR55 beta-arrestin: 0.3%; NTR1 agonist: 1.2; GPR55 antagonists: 13%; T cell HTS vesicle-bound %: 38; NTR1 agonist cell count 20 µM: 70; Myeloid diff MLP GFP+ MAC1+ %: 0.9

How did O=C(CSc1nnc(Cc2ccccc2)o1)c1cc(F)ccc1F do in these assays?
KOR beta-arrestin-1: 11%; Myeloid diff MLP: inactive; T cell HTS: inactive; NOD2 inhibition: 24%; KOR beta-arrestin-2: -21%; NOD1 NF-kB reporter: -9%; GPR55 beta-arrestin: 0.2%; NTR1 agonist: 2.9; GPR55 antagonists: 6%; T cell HTS vesicle-bound %: 46; NTR1 agonist cell count 20 µM: 38; Myeloid diff MLP GFP+ MAC1+ %: 0.8

How did COc1ccc(CCNC(=O)CC2COc3ccccc3O2)cc1OC (configuration not stated) do in these assays?
KOR beta-arrestin-1: -11%; Myeloid diff MLP: inactive; T cell HTS: inactive; NOD2 inhibition: 6%; KOR beta-arrestin-2: -29%; NOD1 NF-kB reporter: -10%; GPR55 beta-arrestin: 1.1%; NTR1 agonist: 5.1; GPR55 antagonists: 10%; T cell HTS vesicle-bound %: 28; NTR1 agonist cell count 20 µM: 81; Myeloid diff MLP GFP+ MAC1+ %: 0.4

What do the screens show for `O=C(CCCc1ccccc1)NCc1ccc(F)cc1`?
KOR beta-arrestin-1: -1.6%; Myeloid diff MLP: inactive; T cell HTS: inactive; NOD2 inhibition: 0%; KOR beta-arrestin-2: -5%; NOD1 NF-kB reporter: -36%; GPR55 beta-arrestin: 0.2%; NTR1 agonist: 1.0; GPR55 antagonists: 6%; T cell HTS vesicle-bound %: 34; NTR1 agonist cell count 20 µM: 55; Myeloid diff MLP GFP+ MAC1+ %: 0.6

What do the screens show for `Cc1c(C(=O)NNC(=S)Nc2cccc(Cl)c2)nnn1-c1ccccc1`?
KOR beta-arrestin-1: -1.4%; Myeloid diff MLP: inactive; T cell HTS: inactive; NOD2 inhibition: -26%; KOR beta-arrestin-2: 7%; NOD1 NF-kB reporter: -37%; GPR55 beta-arrestin: 0.1%; NTR1 agonist: -0.5; GPR55 antagonists: 13%; T cell HTS vesicle-bound %: 3; NTR1 agonist cell count 20 µM: 76; Myeloid diff MLP GFP+ MAC1+ %: 0.5

How did O=C(Oc1cccc(/C=N/NC(=O)c2ccccn2)c1)c1ccc([N+](=O)[O-])cc1 do in these assays?
KOR beta-arrestin-1: -1.0%; Myeloid diff MLP: inactive; T cell HTS: inactive; NOD2 inhibition: 2%; KOR beta-arrestin-2: 9%; NOD1 NF-kB reporter: -50%; GPR55 beta-arrestin: 0.0%; NTR1 agonist: 1.1; GPR55 antagonists: 10%; T cell HTS vesicle-bound %: 69; NTR1 agonist cell count 20 µM: 61; Myeloid diff MLP GFP+ MAC1+ %: 1.4

Results for Cc1ccc(S(=O)(=O)/C=C/c2ccccc2)cc1 ?
KOR beta-arrestin-1: -6.0%; Myeloid diff MLP: inactive; T cell HTS: inactive; NOD2 inhibition: 17%; KOR beta-arrestin-2: 4%; NOD1 NF-kB reporter: -10%; GPR55 beta-arrestin: -0.6%; NTR1 agonist: -0.1; GPR55 antagonists: 2%; T cell HTS vesicle-bound %: 42; NTR1 agonist cell count 20 µM: 59; Myeloid diff MLP GFP+ MAC1+ %: 1.1

How did Cn1ncc(Cl)c1C(=O)NCc1ccc(Cl)cc1 do in these assays?
KOR beta-arrestin-1: 3.2%; Myeloid diff MLP: inactive; T cell HTS: inactive; NOD2 inhibition: 25%; KOR beta-arrestin-2: 14%; NOD1 NF-kB reporter: 10%; GPR55 beta-arrestin: -0.3%; NTR1 agonist: 2.8; GPR55 antagonists: -10%; T cell HTS vesicle-bound %: 0; NTR1 agonist cell count 20 µM: 71; Myeloid diff MLP GFP+ MAC1+ %: 0.5

This is a subset, so the mix of outcomes need not match the whole.
